BioA inh: inhibitors of Mycobacterium tuberculosis BioA enzyme; purified M. tuberculosis BioA enzyme, plate reader; inhibition, % at 9.99 µM; AID 602481; actives 0.096% (n = 360,000); in the data active means inhibition above about 40%
Starred values were filed as active, the others as inactive. Only part of the results is shown; rates above refer to the full screens.

SMILES | BioA inh
Cc1ccc(-c2ccc([C@H]3[C@H](CO)N4CCCCN(S(=O)(=O)c5cccc(C)c5)C[C@@H]34)cc2)cc1 | -4.0
COCC(=O)Nc1ccc2c(c1)C(=O)N(C)[C@@H]1CC[C@H](CC(=O)NCCCN(C)C)O[C@H]1CO2 | -6.3
C[C@@H]1CCCCO[C@@H](CN(C)C(=O)Nc2cccc3ccccc23)[C@H](C)CN([C@@H](C)CO)C(=O)c2cc(NC(=O)c3ccccc3)ccc2O1 | -1.8
C[C@@H]1CN([C@@H](C)CO)C(=O)c2cccc(NC(=O)c3nc4ccccc4s3)c2O[C@@H]1CN(C)S(C)(=O)=O | -0.4
C[C@H](CO)N1C[C@H](C)[C@H](CN(C)Cc2cncnc2)Oc2cc(C3=CCCC3)ccc2S1(=O)=O | 0.6
CCC(=O)N1C[C@@H]2[C@H](c3ccccc31)[C@H](CO)N2Cc1ccc(F)cc1 | 1.9
C[C@@H]1CN([C@@H](C)CO)C(=O)c2cccc(NS(=O)(=O)c3ccccc3)c2O[C@H]1CN(C)Cc1ccc(C(=O)O)cc1 | -2.0
CNC[C@@H]1Oc2cc(C#C[C@H](C)O)ccc2S(=O)(=O)N([C@@H](C)CO)C[C@@H]1C | -1.3
C[C@@H]1CN([C@@H](C)CO)S(=O)(=O)c2ccc(C#CC3CCCCC3)cc2O[C@H]1CN(C)C(=O)Cc1ccncc1 | 2.0
CCCC#Cc1cnc2c(c1)C(=O)N([C@H](C)CO)C[C@H](C)[C@H](CN(C)Cc1ccc(C(=O)O)cc1)O2 | -1.3
Cc1noc(C)c1NC(=O)Nc1ccc2c(c1)C(=O)N([C@H](C)CO)C[C@H](C)[C@H](CN(C)C(=O)NC(C)C)O2 | 1.1
COc1ccc(S(=O)(=O)Nc2ccc3c(c2)C(=O)N([C@@H](C)CO)C[C@@H](C)[C@@H](CN(C)Cc2ccncc2)O3)cc1 | 0.9
C[C@H]1CN([C@@H](C)CO)C(=O)c2cc(C#Cc3ccccn3)cnc2O[C@H]1CN(C)Cc1ccncc1 | -3.4
O=C(C[C@H]1C[C@H]2c3cc(NC(=O)C4CCOCC4)ccc3O[C@H]2[C@@H](CO)O1)NCc1ccc(Oc2ccccc2)cc1 | -2.2
CCCNC(=O)C[C@H]1CC[C@@H]2[C@H](COc3ccc(NC(=O)CC)cc3C(=O)N2C)O1 | 9.7
CCCN(C)C[C@H]1OCCCC[C@@H](C)Oc2ccc(NC(=O)c3ccncc3)cc2C(=O)N([C@H](C)CO)C[C@@H]1C | 0.4
COCC(=O)Nc1ccc2c(c1)C(=O)N(C)C[C@@H](OC)[C@H](C)CN[C@@H](C)CO2 | -2.6
C[C@@H]1CN([C@@H](C)CO)C(=O)c2cc(C3=CCCCC3)cnc2O[C@H]1CN(C)Cc1ccncc1 | 0.8
COCc1cn(CC[C@@H]2CC[C@H](NC(=O)Nc3ccccc3)[C@@H](CO)O2)nn1 | 0.8
COc1ccccc1NC(=O)N1C[C@@H](O)COC[C@@H]2O[C@@H](CC(=O)NCCc3ccccc3)CC[C@H]21 | -4.8
CNC[C@@H]1Oc2ccc(NC(=O)Cc3ccccc3)cc2CC(=O)N([C@@H](C)CO)C[C@H]1C | -1.1
C/C=C/c1ccc([C@@H]2[C@@H](CNC(C)=O)N(C(=O)Cc3cccnc3)[C@H]2CO)cc1 | 3.2
CCCNC(=O)N[C@@H]1CC[C@H](CCn2cc(-c3cccc(F)c3)nn2)O[C@H]1CO | -0.6
CCCNC(=O)N(C)C[C@H]1Oc2ncc(-c3ccccc3F)cc2C(=O)N([C@H](C)CO)C[C@@H]1C | -0.8
COc1ccc(NC(=O)Nc2ccc3c(c2)C(=O)N([C@H](C)CO)C[C@H](C)[C@@H](CN(C)S(=O)(=O)c2ccc(OC)cc2)OCCCC[C@H](C)O3)cc1 | -2.0
The results go on:
SMILES | BioA inh
C[C@@H]1CN([C@@H](C)CO)C(=O)Cc2cc(NC(=O)CCN3CCOCC3)ccc2O[C@@H]1CN(C)C(=O)Nc1ccc(C(F)(F)F)cc1 | -2.7
CC(C)(O)C#Cc1cccc(-c2nc(C(=O)NCCCN3CCOCC3)cc3c2[C@@H](CCO)N(S(=O)C(C)(C)C)C3)c1 (stereo not given in full) | -0.6
C[C@@H]1CN([C@H](C)CO)C(=O)c2cc(NS(=O)(=O)c3cn(C)cn3)ccc2O[C@H]1CN(C)Cc1ccc2c(c1)OCO2 | 0.9
COCC(=O)N1CCCCN2[C@H](CO)[C@H](c3ccc(C#Cc4ccc(OC)cc4)cc3)[C@H]2C1 | 2.0
COc1ccc(S(=O)(=O)N(C)C[C@@H]2OCCCC[C@H](C)Oc3ccc(NC(=O)Nc4c(C)noc4C)cc3C(=O)N([C@H](C)CO)C[C@@H]2C)cc1 | 2.6
COc1ccc(CN(C)C[C@@H]2Oc3ccc(NC(=O)Nc4ccccc4)cc3C(=O)N([C@H](C)CO)C[C@H]2C)cc1 | -3.0
COC(=O)C[C@@H]1C[C@H]2c3cc(NC(=O)NC4CCCC4)ccc3O[C@H]2[C@H](CO)O1 | 0.2
O=C(c1cccc(F)c1)N1CCCCN2[C@H](CO)[C@@H](c3ccc(-c4ccccc4)cc3)[C@H]2C1 | 0.7
C[C@@H]1CN([C@H](C)CO)C(=O)c2cccc(NC(=O)C3CCOCC3)c2O[C@H]1CN(C)C(=O)Nc1ccc(F)cc1 | -0.1
C[C@H](CO)N1C[C@H](C)[C@@H](CN(C)CC2CCCC2)Oc2ncc(-c3cccc(F)c3)cc2C1=O | 0.6
C[C@@H]1CCCCO[C@@H](CN(C)C(=O)C2CCCCC2)[C@H](C)CN([C@H](C)CO)C(=O)c2cc(NS(=O)(=O)c3ccc(Cl)cc3)ccc2O1 | 1.2
CC(=O)Nc1ccc2c(c1)C(=O)N(C)[C@H]1CC[C@@H](CC(=O)NCc3ccc(Cl)cc3)O[C@@H]1CO2 | 1.2
C[C@H](CO)N1C[C@H](C)[C@H](CN(C)Cc2ccccc2)Oc2ncc(C3=CCCCC3)cc2C1=O | -1.2
C[C@@H]1CN([C@@H](C)CO)C(=O)c2cc(C#C[C@@H](C)O)cnc2O[C@H]1CN(C)Cc1cccc(C(=O)O)c1 | 0.3
Cc1noc(C)c1NC(=O)Nc1ccc2c(c1)C(=O)N([C@@H](C)CO)C[C@@H](C)[C@H](CN(C)Cc1ccc(C(F)(F)F)cc1)OCCCC[C@@H](C)O2 | 0.4
CCC(=O)N1C[C@@H](C)[C@H](OC)CN(C)C(=O)c2ccc(NC(=O)C3CC3)cc2OC[C@H]1C | -5.8
CCC(=O)N1CCCCN2[C@H](C1)[C@H](c1ccc(C#Cc3ccccc3)cc1)[C@@H]2CO | 1.8
C[C@H](CO)N1C[C@H](C)[C@H](CN(C)Cc2ccc(C(F)(F)F)cc2)Oc2c(NC(=O)NC3CCCCC3)cccc2C1=O | 2.1
C[C@@H]1CCCCO[C@H](CN(C)C(=O)c2ccncc2)[C@@H](C)CN([C@H](C)CO)C(=O)c2cc(NS(=O)(=O)c3ccccc3)ccc2O1 | 0.7
C[C@H]1CN([C@@H](C)CO)S(=O)(=O)c2ccc(C3=CCCCC3)cc2O[C@@H]1CN(C)S(=O)(=O)c1ccc(F)cc1 | -1.4
Cc1noc(C)c1NC(=O)N(C)C[C@@H]1Oc2ccc(NC(=O)Nc3ccc(F)cc3)cc2C(=O)N([C@@H](C)CO)C[C@H]1C | 0.0
C/C=C/c1ccc2c(c1)O[C@H](CN(C)C(=O)CN(C)C)[C@H](C)CN([C@@H](C)CO)S2(=O)=O | -2.8
CC(C)NC(=O)Nc1cccc2c1O[C@@H](CN(C)C(=O)Nc1ccc3c(c1)OCO3)[C@@H](C)CN([C@@H](C)CO)C2=O | 0.9
C[C@@H]1CN([C@@H](C)CO)C(=O)c2cccc(NC(=O)c3ccncc3)c2O[C@H]1CN(C)S(=O)(=O)c1cccs1 | -1.8
COc1ccc(S(=O)(=O)Nc2ccc3c(c2)C(=O)N([C@H](C)CO)C[C@@H](C)[C@@H](CN(C)S(C)(=O)=O)O3)cc1 | -7.5

Quoted from the results shown for reference:
SMILES | BioA inh
C[C@H](CO)N1C[C@H](C)[C@H](CN(C)Cc2ccc(C(F)(F)F)cc2)Oc2c(NC(=O)NC3CCCCC3)cccc2C1=O | 2.1
C[C@@H]1CCCCO[C@H](CN(C)C(=O)c2ccncc2)[C@@H](C)CN([C@H](C)CO)C(=O)c2cc(NS(=O)(=O)c3ccccc3)ccc2O1 | 0.7
C[C@H]1CN([C@@H](C)CO)S(=O)(=O)c2ccc(C3=CCCCC3)cc2O[C@@H]1CN(C)S(=O)(=O)c1ccc(F)cc1 | -1.4
Cc1noc(C)c1NC(=O)N(C)C[C@@H]1Oc2ccc(NC(=O)Nc3ccc(F)cc3)cc2C(=O)N([C@@H](C)CO)C[C@H]1C | 0.0
C/C=C/c1ccc2c(c1)O[C@H](CN(C)C(=O)CN(C)C)[C@H](C)CN([C@@H](C)CO)S2(=O)=O | -2.8
CC(C)NC(=O)Nc1cccc2c1O[C@@H](CN(C)C(=O)Nc1ccc3c(c1)OCO3)[C@@H](C)CN([C@@H](C)CO)C2=O | 0.9
C[C@@H]1CN([C@@H](C)CO)C(=O)c2cccc(NC(=O)c3ccncc3)c2O[C@H]1CN(C)S(=O)(=O)c1cccs1 | -1.8

(continued)
SMILES | BioA inh
COc1ccc(S(=O)(=O)Nc2ccc3c(c2)C(=O)N([C@@H](C)CO)C[C@@H](C)[C@H](CN(C)C(=O)Nc2ccccc2)OCCCC[C@@H](C)O3)cc1 | -2.8
CC(C)C#Cc1cnc2c(c1)C(=O)N([C@H](C)CO)C[C@@H](C)[C@@H](CN(C)S(=O)(=O)c1cn(C)cn1)O2 | -2.4
CCCNC(=O)Nc1ccc2c(c1)OC[C@@H](C)N(Cc1cncnc1)C[C@@H](C)[C@H](OC)CN(C)C2=O | -2.1
Cc1noc(C)c1NC(=O)N(C)C[C@@H]1OCCCC[C@H](C)Oc2ccc(NC(=O)Nc3ccc(C(F)(F)F)cc3)cc2C(=O)N([C@@H](C)CO)C[C@H]1C | -0.6
O=C(N[C@@H]1CC[C@H](CCn2cc(C3(O)CCCC3)nn2)O[C@@H]1CO)C1CCCCC1 | 4.8
C[C@H]1CN([C@@H](C)CO)S(=O)(=O)c2ccc(-c3cccnc3)cc2O[C@H]1CN(C)C(=O)c1ccc2c(c1)OCO2 | 9.5
COc1ccc(S(=O)(=O)N(C)C[C@H]2OCCCC[C@H](C)Oc3ccc(NC(=O)c4ccncc4)cc3C(=O)N([C@H](C)CO)C[C@H]2C)cc1 | -0.6
C[C@@H]1CN([C@@H](C)CO)C(=O)Cc2cc(NS(=O)(=O)c3cn(C)cn3)ccc2O[C@H]1CN(C)Cc1ccc(C(=O)O)cc1 | -1.3
COc1ccc(NC(=O)Nc2ccc3c(c2)CC(=O)N([C@@H](C)CO)C[C@H](C)[C@@H](CN(C)C(=O)Nc2ccc4c(c2)OCO4)O3)cc1 | 3.1
CN1[C@@H]2Cn3c(ccc(-c4cccc(F)c4)c3=O)[C@H]1[C@@H](C(=O)Nc1nccs1)[C@@H]2CO | -1.4
C[C@H]1CN([C@@H](C)CO)C(=O)Cc2cc(NS(=O)(=O)c3ccc(F)cc3)ccc2O[C@@H]1CN(C)S(=O)(=O)c1ccc(Cl)cc1 | -9.2
C[C@@H]1CN([C@@H](C)CO)C(=O)c2cc(NC(=O)CCC(F)(F)F)ccc2O[C@@H]1CN(C)Cc1ccccc1 | -0.1
CNC[C@@H]1OCCCC[C@H](C)Oc2ccc(NC(=O)Nc3ccc(OC)cc3)cc2C(=O)N([C@H](C)CO)C[C@@H]1C | 1.4
COCCNC(=O)C[C@H]1C[C@H]2c3cc(NC(=O)c4ccc5c(c4)OCO5)ccc3O[C@H]2[C@H](CO)O1 | -0.9
C[C@@H]1CN([C@@H](C)CO)C(=O)Cc2cc(NS(=O)(=O)c3ccc(F)cc3)ccc2O[C@H]1CN(C)S(C)(=O)=O | -1.0
C[C@H]1CN([C@@H](C)CO)C(=O)c2cc(C#CC3CCCC3)cnc2O[C@@H]1CN(C)C(=O)Nc1ccccc1 | 4.3
C[C@@H]1CCCCO[C@H](CN(C)CC2CCCCC2)[C@H](C)CN([C@@H](C)CO)C(=O)c2cc(NC(=O)Nc3ccccc3)ccc2O1 | 2.5
C[C@@H]1CN([C@@H](C)CO)S(=O)(=O)c2ccc(-c3ccccc3F)cc2O[C@@H]1CN(C)Cc1cncnc1 | 5.5
C[C@@H]1CN([C@H](C)CO)C(=O)c2cc(NC(=O)NC3CCCCC3)ccc2O[C@@H]1CN(C)Cc1ccccc1 | 0.4
COc1ccc(S(=O)(=O)Nc2cccc3c2O[C@H](CN(C)S(=O)(=O)c2ccccc2)[C@H](C)CN([C@H](C)CO)C3=O)cc1 | 0.0
CN(C)CCCNC(=O)C[C@@H]1CC[C@@H]2[C@H](COc3ccc(NC(=O)C4CCC4)cc3C(=O)N2C)O1 | -2.0
C[C@H](CO)N1C[C@H](C)[C@@H](CN(C)Cc2ccc(F)cc2)Oc2cc(Br)ccc2S1(=O)=O | -0.9
O=C(Nc1ccc(F)cc1)N[C@@H]1CC[C@@H](CCn2cc(-c3ccccc3F)nn2)O[C@@H]1CO | 1.7
C[C@@H]1CN([C@@H](C)CO)S(=O)(=O)c2ccc(C3=CCCC3)cc2O[C@@H]1CN(C)Cc1cccnc1 | -4.4
CCCN1[C@@H]2c3ccc(C4=CCCCC4)c(=O)n3C[C@H]1[C@H](CO)[C@H]2C(=O)N1CCOCC1 | -1.2
C[C@H]1CN([C@@H](C)CO)C(=O)c2cccc(NS(=O)(=O)c3ccc(Cl)cc3)c2O[C@H]1CN(C)C | 0.3
Cc1noc(C)c1S(=O)(=O)Nc1ccc2c(c1)C(=O)N([C@H](C)CO)C[C@@H](C)[C@H](CN(C)S(=O)(=O)c1ccccc1)O2 | 0.6

Source: PubChem
